# APJ ag: agonists of human APJ apelin receptor; CHO-K1 APJ PathHunter beta-arrestin, luminescence; 0% DMSO wells, 100% apelin; activation, % at 20 µM; actives 0.11% (n = 330,000);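 active means activation more than six SD over the plate average, tested at 20 µM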;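 further: 0% = DMSO alone and 100% = apelin-13 at 10 nM; some results filed as inactive read as strong as hits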
#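 system = engineered CHO-K1 APJ arrestin reporter cells | input = 1000 cells per well | timing = overnight seeding, 90 min compound at 25 °C, 1 h detection | measured by = enzyme-fragment complementation luminescence | read-out = beta-arrestin recruitment to APJ as agonist activity, luminescent signal | control set = negative DMSO alone, positive Apelin-13 at 10 nM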
# Mdm2-MdmX inh: disrupts the human Mdm2-MdmX interaction; O15151+Q00987; SaOS-2 split-luciferase Mdm2/MdmX complementation, luminescence; inhibition, % at 8 µM; actives 3% (n = 330,000); AID 485346;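 active means inhibition of at least 50% at 8 µM in the primary screen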
# Target sequence (O15151 whole entry, looked up): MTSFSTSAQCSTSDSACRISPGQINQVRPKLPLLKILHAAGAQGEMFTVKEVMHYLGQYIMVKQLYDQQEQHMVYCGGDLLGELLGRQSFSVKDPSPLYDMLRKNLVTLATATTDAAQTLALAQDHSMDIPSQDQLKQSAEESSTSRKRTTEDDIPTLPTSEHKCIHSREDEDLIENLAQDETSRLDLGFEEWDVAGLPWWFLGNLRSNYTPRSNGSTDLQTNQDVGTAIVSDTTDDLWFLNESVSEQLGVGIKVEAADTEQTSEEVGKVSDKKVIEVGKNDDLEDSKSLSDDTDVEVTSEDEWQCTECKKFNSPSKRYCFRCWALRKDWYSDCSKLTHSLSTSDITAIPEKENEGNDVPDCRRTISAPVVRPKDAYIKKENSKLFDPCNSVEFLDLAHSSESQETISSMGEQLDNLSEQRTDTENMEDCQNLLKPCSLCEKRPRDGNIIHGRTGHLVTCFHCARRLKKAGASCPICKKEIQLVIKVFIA
# Target sequence (Q00987 whole entry, looked up): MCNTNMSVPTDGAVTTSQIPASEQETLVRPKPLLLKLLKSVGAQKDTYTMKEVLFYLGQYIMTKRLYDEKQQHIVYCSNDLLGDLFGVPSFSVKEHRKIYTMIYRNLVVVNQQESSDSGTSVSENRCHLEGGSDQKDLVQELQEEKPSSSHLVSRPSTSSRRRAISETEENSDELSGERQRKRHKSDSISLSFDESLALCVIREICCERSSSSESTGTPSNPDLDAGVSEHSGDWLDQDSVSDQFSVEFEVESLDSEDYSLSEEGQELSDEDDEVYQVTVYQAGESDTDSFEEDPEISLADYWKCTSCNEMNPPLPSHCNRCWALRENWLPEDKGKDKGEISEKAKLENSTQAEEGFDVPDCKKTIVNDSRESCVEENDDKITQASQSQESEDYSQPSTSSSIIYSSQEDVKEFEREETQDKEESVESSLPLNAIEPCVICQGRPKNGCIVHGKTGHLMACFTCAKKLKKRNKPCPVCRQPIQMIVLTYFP
# tim23-1 inh: tim23-1 yeast growth inhibition. actives 1.3% (n = 330,000). inhibition, % at 20 µM. S. cerevisiae tim23-1 growth, BacTiter-Glo luminescence, 24 h;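 active means growth inhibition of the mutant yeast at or above 50%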;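 further: temperature-sensitive mutant grown at 25 °C; plate controls were DMSO-treated mutant yeast for no effect and medium wells lacking yeast for full effect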
# APJ antagonist: blocks the human apelin receptor APJ; CHO-K1 APJ beta-arrestin complementation, luminescence; actives 0.32% (n = 330,000); inhibition, % at 20 µM; P35414;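 active means inhibition above about 40% at 20 µM, limit read from the data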;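 further: cells challenged with 10 nM apelin-13 agonist together with compound; plate controls were apelin-13 plus DMSO wells for no effect and DMSO wells lacking apelin-13 for full effect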
# 697 NFkB inh: inhibitors of the PMA/ionomycin-induced NF-kB reporter in 697 B cells. 697 B-cell NF-kB luciferase reporter, 16 h. actives 0.33% (n = 330,000). inhibition, % at 4 µM; in the data active means inhibition above about 35%
# UPR CHOP act: activators of apoptotic arm of unfolded protein response (CHOP). CHO-CHOP luciferase reporter, UPR activation, luminescence; percent of tunicamycin response over DMSO baseline. activation, % at 10 µM. actives 0.34% (n = 330,000);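 active means at 10 µM dose, activation of 40% or more, normalized to positive control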;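 further: 100% = tunicamycin at 10 µg/mL and 0% = DMSO alone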
#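 Evaluation: % reporter activation, DMSO baseline versus tunicamycin full activation; System: CHO-CHOP luciferase reporter cell line; Input: 500 cells/well; Incubation: 6 h compound treatment, 37 °C; Measured by: Steady-Glo luciferase luminescence; Dosing: one dose, 10 µM in 0.5% DMSO; Buffer or medium: F12 medium, 10% FBS; Benchmarks: positive tunicamycin 10 µg/mL, negative DMSO alone.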
# XBP1 UPR activ: adaptive UPR (XBP1) activation; activation, % at 20 µM; actives 0.33% (n = 330,000); CHO-XBP1 luciferase reporter, IRE1-XBP1 UPR activation, luminescence; percent of tunicamycin response, DMSO as zero;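 active means versus positive control, 20 µM dose yields 30% or more activation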;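 further: 100% = tunicamycin at 10 µg/mL and 0% = DMSO only wells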
#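 Material: IRE1-XBP1 luciferase reporter CHO line / Quantity: one thousand reporter cells per well / Buffer or medium: F12 with 10% serum / Compound: 20 µM single concentration, DMSO 1% / Times: 6 h treatment, 37 °C / Detection: Steady-Glo luciferase glow luminescence, 10 min after reagent addition / Benchmarks: tunicamycin high, DMSO low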
# Jurkat NFkB inh: lowers PMA/ionomycin-induced NF-kB signal in Jurkat cells; actives 0.53% (n = 330,000); PMA/ionomycin-induced NF-kB luciferase reporter, luminescence; inhibition, % at 4 µM; AID 435003; in the data active means inhibition above about 50%
# Active calls of the source: *; x = no result given. An unsorted share of the library; 5% or so of the library scored in one or more.
SMILES,APJ ag,Mdm2-MdmX inh,tim23-1 inh,APJ antagonist,697 NFkB inh,UPR CHOP act,XBP1 UPR activ,Jurkat NFkB inh
O=C1N[C@@H](Cc2ccccc2)C(=O)N2CCCC12 (some centres undefined),x,-1,29,x,-4,3.0,3,x
CCn1c(C)cc(/C=C2/SC(=O)N(CC(=O)N3CCCC3)C2=O)c1C,-1,2,14,-1,3,1.0,-4,-2
CN(C(=O)Cn1cccc1C1=NC(c2ccccc2)CO1)c1ccccc1 (centres undefined),0,4,30,-17,-4,-1.1,0,-2
CC(C)COc1ccc(N)cc1OCC(C)C,-5,16,22,26,3,-2.8,-3,-9
CCCc1nnc(SCC(=O)N2CCOCC2)n1Cc1ccco1,-5,-5,0,1,23,-1.6,-1,-6
COc1cccc(OC)c1C(=O)Oc1ccc2c(c1)O/C(=C\c1ccncc1)C2=O,3,31,25,-44,-69,0.5,1,17
Cc1ccccc1NC(=O)Cn1c(=O)n(-c2ccc(CC(=O)NCC3CCCO3)cc2)c(=O)c2ccccc21 (centres undefined),0,21,13,-12,18,2.0,-1,11
COc1ccc(C2/C=C\CN(C(=O)c3ccccc3)[C@H](Cc3ccccc3)C(=O)N2Cc2ccc(F)cc2)cc1 (some centres undefined),-6,31,6,18,18,-0.5,-1,5
C#CCOCCOCCOCCNc1nc(N2CCN(C(=O)[C@H](C(C)C)n3cc(CCO)nn3)CC2)nc(N2CCN(C(=O)[C@H]([C@@H](C)CC)n3cc(CCCN=C(N)N)nn3)CC2)n1,0,1,-2,-6,18,2.2,1,-5
CCCCSc1nc(O)c(Cc2ccccc2)c(=O)[nH]1,3,-16,15,-4,-37,3.5,2,-9
CCNC(=O)OCc1cn(-c2ccc(Cl)cc2)nn1,-2,28,-10,14,-5,4.2,3,-7
CN(CC1CCCO1)S(=O)(=O)c1ccc(C(=O)Nc2ccc3c(c2)OCO3)cc1 (centres undefined),-4,5,23,-11,5,0.9,3,5
Cc1cc(NC(=O)COC(=O)C2=COCCO2)c([N+](=O)[O-])cc1C,-1,8,16,-20,11,1.2,-2,-9
C=CCn1c(SCC(=O)NCc2ccco2)nc2sc3c(c2c1=O)CCCC3,-2,2,-2,-15,-2,-0.6,-4,17
COc1ccccc1NC(=O)Cn1c2ccccc2c2nc3n(c(=O)c21)CCS3,-3,38,-2,5,2,-1.8,-1,1
COc1ccc(NC(=O)CSc2nnc(Cn3c(=O)sc4ccccc43)n2C)cc1OC,-2,-4,5,7,12,3.1,-2,-4
COc1ccc(C(=O)CC(=O)C(=O)Nc2ccccc2C(F)(F)F)cc1,-1,17,10,3,-17,7.8,4,-15
CCCc1cc(=O)[nH]c(SC(CC)C(=O)Nc2ccccc2C#N)n1 (centres undefined),-3,16,4,25,6,-0.9,1,0
COC(=O)c1sccc1NC(=O)c1sccc1C,0,2,-4,9,-2,0.6,2,2
COc1ccc(N(CC(=O)N/N=C/c2ccc3c(c2)OCO3)S(=O)(=O)c2ccccc2)cc1,-4,8,-6,3,-9,-1.5,0,9
Cc1ccccc1Cn1nc(C)c(NC(=O)C2(C)CC2(Cl)Cl)c1C (centres undefined),-1,-33,23,-9,-10,-0.9,-4,-25
Cc1ccc(CCC(=O)Nc2ccc(Br)cc2)o1,-1,9,9,7,6,2.2,-4,5
O=C(Nc1ccc(S(=O)(=O)N2CCOCC2)cc1)c1ccc([N+](=O)[O-])s1,17,37,11,-121,20,68*,4,47
O=C(NCCN1CCOCC1)c1nn2c(c1Cl)NC(c1ccccc1)CC2C(F)(F)F (centres undefined),-2,-1,5,4,13,0.3,-5,-13
O=C(NCCc1ccc(Cl)cc1)c1ccc2nc[nH]c2c1,0,-33,2,-34,-12,0.9,1,-18
CC1CC(C)CN(C(=O)COC(=O)c2cncc(Br)c2)C1 (centres undefined),-5,20,17,1,8,1.1,1,-1
CCn1c(SCC(=O)N(C)CC(=O)Nc2cccc(OC)c2)nnc1-c1ccco1,-2,-11,-9,16,7,1.1,-2,13
Cn1c(=O)n(Cc2ccccc2Cl)c2ccccc21,-2,8,19,-2,4,1.1,3,14
O=c1[nH]c(=S)[nH]nc1Cc1ccccc1,4,18,1,-11,1,0.0,1,5
Cc1nc2sccn2c(=O)c1S(=O)(=O)NC(C)c1ccccc1 (centres undefined),-3,-30,9,2,-12,2.8,2,-11
O=C1CCc2cc(S(=O)(=O)NCCC(=O)NC3CCN(Cc4ccccc4)CC3)ccc2N1,3,1,-8,-3,1,-0.9,-1,2
COc1ccc(C=O)cc1COc1ccc2c(c1)OCO2,-2,19,33,6,9,3.3,3,59*
C=CCn1c(-c2cccc(OC)c2)nc2nc3ccccc3nc21,-1,-6,42,14,-16,2.2,9,-12
O=C(CN1C(=O)NC2(CCOc3ccccc32)C1=O)NCc1ccccc1 (centres undefined),-1,18,-4,6,-14,0.1,-3,-1
Cc1ccc(C(=O)NCCc2nnc(SCC(=O)Nc3nc(-c4ccccc4)cs3)n2C)cc1,-2,4,1,11,-19,2.9,3,-14
NC(=O)c1ccsc1NC(=O)c1cccs1,0,2,37,-40,-11,2.0,4,-28
CCOC(=O)C1=C(CC)Nc2ccccc2N/C1=N\S(=O)(=O)c1ccc(C(=O)OCC)cc1,-1,-20,12,4,-6,0.9,-2,-14
O=C(CCSc1nc(-c2ccc3c(c2)OCO3)cc(C(F)(F)F)n1)NCc1ccco1,-4,15,12,-70,-13,-3.3,-1,-9
CCC1(c2ccccc2)NC(=O)N(CC(=O)Nc2cccc(S(=O)(=O)N3CCCCC3)c2)C1=O (centres undefined),-3,28,6,-1,-10,-1.8,-2,10
O=C(COC(=O)COc1ccc(Cl)cc1Cl)NC1CCS(=O)(=O)C1 (centres undefined),-3,-19,-6,-4,7,1.3,-3,1
CCCCn1c(/N=C/c2ccc(N(C)C)cc2)nc2ccccc21,-6,26,4,12,-8,-0.3,-2,-16
CS(=O)(=O)N1CCC(Oc2ccccc2C(=O)N2CCC[C@H]2CO)CC1,-4,29,8,15,-14,2.8,-3,-20
CC(C)OP(=O)(OC(C)C)C1(O)C(=O)Nc2ccccc21 (centres undefined),-3,12,5,-18,19,-0.5,4,6
O=C(c1ccc(Br)cc1)C1CCc2occc2C1=O (centres undefined),2,3,11,6,-3,1.0,2,7
Cn1cc(CCNC(=O)CC2C(=O)NCCN2CC(c2ccccc2)c2ccccc2)cn1 (centres undefined),1,18,23,-2,-2,2.5,-4,3
COc1ccc(/C=C2\C(=O)NC(=S)N2C(=O)c2ccc(C)cc2)cc1,-1,22,16,11,8,0.1,2,1
COc1ccccc1CNC(=O)C1CCN(c2nc3ccccc3o2)CC1,0,-2,17,5,-20,-2.7,-2,-5
O=S(=O)(Nc1ncn[nH]1)c1ccc2ccccc2c1,-1,-2,5,9,10,2.7,-1,22
CC(=O)Nc1ccc(Nc2nc(Cl)nc(Nc3ccc(NC(C)=O)cc3)n2)cc1,0,-14,9,-4,-23,-0.1,0,-12
CSc1nccc(Oc2cncc(Cl)c2)n1,-3,7,4,-2,-6,-0.7,0,-4

# Results in APJ ag, Jurkat NFkB inh and 697 NFkB inh, for some of the entries so far:
Molecule | APJ ag | Jurkat NFkB inh | 697 NFkB inh
CC(C)OP(=O)(OC(C)C)C1(O)C(=O)Nc2ccccc21 (centres undefined) | -3 | 6 | 19
O=C(c1ccc(Br)cc1)C1CCc2occc2C1=O (centres undefined) | 2 | 7 | -3
Cn1cc(CCNC(=O)CC2C(=O)NCCN2CC(c2ccccc2)c2ccccc2)cn1 (centres undefined) | 1 | 3 | -2
COc1ccc(/C=C2\C(=O)NC(=S)N2C(=O)c2ccc(C)cc2)cc1 | -1 | 1 | 8
COc1ccccc1CNC(=O)C1CCN(c2nc3ccccc3o2)CC1 | 0 | -5 | -20

# Next section
SMILES,APJ ag,Mdm2-MdmX inh,tim23-1 inh,APJ antagonist,697 NFkB inh,UPR CHOP act,XBP1 UPR activ,Jurkat NFkB inh
O=C(/C=C/c1ccco1)OCc1nnc(-c2ccc(Cl)cc2)o1,1,-11,21,-7,8,0.3,-6,-11
COc1cc(/C=N/Nc2ccc(C(F)(F)F)cn2)cc(OC)c1O,1,30,11,-43,-5,0.2,0,2
CCOC(=O)c1[nH]c(CSc2nnc(-c3ccncc3)n2CCOC)c(C(=O)OCC)c1C,2,-38,17,-7,-2,1.6,-2,2
CCNC(=O)O/N=C(\C)c1sc(-c2ccc(Cl)cc2)nc1C,-1,-107,57*,2,-143,3.0,0,-171
CCCCn1c(=N)n(CC(O)COc2cccc(C)c2)c2ccccc21 (centres undefined),4,44,13,2,-7,0.3,2,19
CC(NC(=O)C(=O)NCCC1=CCCCC1)c1ccccc1 (centres undefined),4,4,9,7,-13,1.8,2,-4
CC(C)C[C@H](CO)Nc1nc(N(C)c2cccc(Cl)c2)c2ncn(C(C)C)c2n1,-1,23,8,-5,-17,-0.6,-1,-8
COCCNC(=O)c1c(N)n(-c2ccccc2)c2nc3ccccc3nc12,-3,0,8,3,-21,0.2,1,-13
Cc1ccc(CNCc2cccnc2)cc1,-1,10,-16,17,7,-1.2,2,11
COc1ccc(NC(=O)C2CC(=O)N(Cc3ccc(C)cc3)C2)cc1S(=O)(=O)N1CCCCC1 (centres undefined),1,10,3,8,-14,4.5,-2,18
CC1(C)O[C@@H]2[C@H](O1)[C@@H](CO)O[C@H]2n1cc(Br)c(=O)[nH]c1=O,-1,-7,2,-3,-22,-2.3,0,-5
C/C(=N\NC(=O)CCn1nnc2ccccc21)c1cccs1,1,-15,1,-4,-15,2.6,2,-20
c1ccc(-n2nnnc2SCc2cccc3nsnc23)cc1,-2,19,36,19,1,0.5,1,7
CCc1n[nH]c(=S)n1/N=C/c1ccc2c(c1)OCO2,1,31,29,-2,13,-0.3,2,-1
CCOc1ccccc1C(=O)N[C@H](C(=O)OCc1cc(=O)oc2cc(C)ccc12)C(C)C,x,17,33,-11,-10,0.5,-1,3
O=C(CC1COc2ccccc2O1)NC1CCCCC1 (centres undefined),-3,1,6,-8,-6,0.4,-1,-3
COc1ccc(/C=C2\CCn3c2nc2cc(C(=O)O)ccc2c3=O)cc1,-5,1,-7,6,5,-0.1,0,1
CCc1nc(SCC(=O)Nc2nnc(CC(C)C)s2)n[nH]1,-3,11,-7,-17,-11,-1.5,0,-25
CCN(CC)CCCNC(=O)c1ccc(CS(=O)(=O)c2ccccc2OC)o1,-2,7,2,16,4,0.4,-1,-9
CC(=O)OCc1ccccc1Sc1ccccc1C(=O)NCc1ccccc1,-1,-46,30,-13,-28,-0.7,4,1
O=C1OCCC1Sc1ncnc2sc3c(c12)CCC3 (centres undefined),0,21,26,12,-19,-1.0,4,-12
COc1ccc(CCNC(=O)c2ccccc2NC(=O)C2=C(C)OCCS2)cc1OC,12,5,-4,-11,-24,-2.3,-1,4

# Gathered by group, those above with bromine.
SMILES,APJ ag,Mdm2-MdmX inh,tim23-1 inh,APJ antagonist,697 NFkB inh,UPR CHOP act,XBP1 UPR activ,Jurkat NFkB inh
Cc1ccc(CCC(=O)Nc2ccc(Br)cc2)o1,-1,9,9,7,6,2.2,-4,5
CC1CC(C)CN(C(=O)COC(=O)c2cncc(Br)c2)C1 (centres undefined),-5,20,17,1,8,1.1,1,-1
O=C(c1ccc(Br)cc1)C1CCc2occc2C1=O (centres undefined),2,3,11,6,-3,1.0,2,7
CC1(C)O[C@@H]2[C@H](O1)[C@@H](CO)O[C@H]2n1cc(Br)c(=O)[nH]c1=O,-1,-7,2,-3,-22,-2.3,0,-5

# Bioassay records: PubChem, Sanford-Burnham Center for Chemical Genomics
